From PubChem BioAssay
FN deposit inh = inhibitors of fibronectin matrix deposition, primary screen, AH1F cells, Alexa488-fibronectin fluorescence, plate reader | AID 743247, 2014 | actives 0.086% (n = 350,000) | AH1F fibroblasts, overnight | inhibition, % at 12.6 µM;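 active means mean inhibition across replicates of 30% or more, regardless of how many single replicates reach that level; inconclusive means mean under 30% yet at least half of replicates reach 30%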;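 further: positive control wells lacked labelled fibronectin entirely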
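Test system: AH1F fibroblast monolayer depositing Alexa488-labelled fibronectin into matrix. Input: 10000 cells per well. Technique: fluorescence, ex 485 nm, em 525 nm. Buffer or medium: DMEM plus 2% serum, read in PBS. Timing: 1 h cell adhesion before compound, then overnight fibronectin incubation. Compound: single dose, pinned. Read-out basis: inhibition from reduced deposited-fibronectin fluorescence.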
PAX8 inh HTS = inhibitors of PAX8-driven TPO luciferase reporter, primary screen, RMG-I cells, single concentration; actives 1.2% (n = 360,000); SteadyGlo, 24 h; inhibition, % at 12.6 µM; AID 652154, 2013;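 active means mean replicate inhibition at least 60% with every replicate also reaching 60%; inconclusive means only one of the two criteria is met; inactive means mean below 60% and not all replicates reaching 60%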;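 further: luciferase light reporting Pax8 driven TPO promoter activity; plate controls were median of neutral control wells for no effect and mitoxantrone controls for full effect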
GSIS activator = GLuc luminescence reporter in INS-1E cells, primary screen for activators of glucose-dependent secretion of insulin; INS-1E GLuc reporter insulin secretion, 2-3 h; AID 743287, 2014; actives 0.61% (n = 370,000); activation, % at 16.6 µM;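 active means lowest replicate activation of at least 40%, so every replicate reaches that level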;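 further: 0% = median of neutral control wells and 100% = median of IBMX positive control wells; some compounds called inactive have numbers as strong as hits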
EWS-Fli inh = EWS/Fli-driven NR0B1 reporter inhibitors, primary screen, A673 cells, NR0B1 luciferase, luminescence, MLPCN library; viability-normalised; inhibition, % at 12.6 µM; actives 0.67% (n = 350,000);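 active means mean inhibition of at least 50% after viability correction, with every replicate also passing that limit; inconclusive means mean reaches 50% but only one of two replicates passes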;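 further: firefly luciferase signal divided by Alamar Blue viability fluorescence both relative to DMSO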
F508del corr = F508del CFTR correction, initial screen, CFBE line, single point | CFBE cells, YFP halide quenching; stimulated with forskolin plus potentiator P3; % fluorescence drop versus neutral controls | activity (quench increase), % at 7.58 µM | actives 0.36% (n = 350,000);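 active means mean added fluorescence quench of at least 8% versus neutral control, with both replicates also reaching 8%; inconclusive means only one of the mean or replicate conditions met; inactive means mean below 8% and not both replicates reaching 8%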;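 further: cells transiently co-express mutant CFTR-F508del with the halide-sensitive YFP; corrector assay measuring rescue of mutant channel to the surface after 24 h compound exposure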
DENV2 CPE rescue = inhibitors of DENV2 cytopathic effect, primary screen, cell-based, plate reader, single concentration; DENV2-infected cells, cytopathic effect rescue; CPE inhibition, % at 9.99 µM; actives 1.7% (n = 350,000); AID 651640, 2012; in the data active means CPE inhibition above about 20%, passing the limit was not always enough; inconclusive means no clear call, values can overlap the other calls; tested in BHK-21 cells;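 further: 0% = median of neutral control wells and 100% = median of positive control wells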
miR122 inh = miR-122 Renilla sensor signal increase in Huh7, primary screen, miR-122 inhibitor project, cell-based, single point, plate reader. Huh7 miR-122 Renilla luciferase sensor, 48 h; neutral wells = 0, positive control = 100. actives 0.3% (n = 340,000). AID 602342, 2012. activation (reporter increase), % at 12.5 µM;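 active means mean replicate activation score at least 90 and every replicate individually at or above 90; inconclusive means only one of the two criteria met; inactive means neither criterion met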;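 further: higher luciferase means less miR-122 activity so hits act as miR-122 inhibitors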
The depositor's hits bear a star; ? = inconclusive; . = no result given; & = joins results of further samples; [ ] = remark or other dose. Not a hit list; 3.9% or so of the library scored in one or more.

item	Molecule	EWS-Fli inh	miR122 inh	FN deposit inh	DENV2 CPE rescue
1	CC(C)C#Cc1cnc2c(c1)C(=O)N([C@H](C)CO)C[C@@H](C)[C@H](CN(C)C(=O)Cc1ccccn1)O2	-18	0[16.7 µM]	-38	5
2	C=C1CCC(O)C2(C)CCC3C(C)C(=O)OC3C12O (stereo not given)	4	-3	1	-1
3	O=C(C[C@H]1C=C[C@@H](NS(=O)(=O)c2ccc(F)cc2)[C@H](CO)O1)NCCc1ccncc1	2	.	.	0
4	O=C(CCC1CCN(C(=O)c2cccc(Cl)c2F)CC1)Nc1ccccc1	-1	11	4	3
5	CC1CN=C(c2cccn2Cc2ccc(F)cc2Cl)O1 (stereo not given)	.	7	-10	.
6	O=C(C[C@@H]1C[C@@H]2c3cc(NC(=O)NC4CCCC4)ccc3O[C@@H]2[C@@H](CO)O1)NCc1cccnc1	-13	.	-13	-1
7	Cc1ncc2c(n1)NC(=O)NC2	-4	1	0	-11
8	O=C(Nc1ccccc1)N1CCC(C(=O)N2CCN(Cc3ccccc3)CC2)CC1	-2	3	2	7

item	F508del corr	PAX8 inh HTS	GSIS activator
1	1.1	-6	9
2	-0.3	0	-2
3	4.1	-12	8
4	1.0	.	-28
5	.	-5	.
6	1.4	-19	10
7	5.3	2	28
8	-1.7	-8	-6

item	Molecule	EWS-Fli inh	miR122 inh	FN deposit inh	DENV2 CPE rescue
9	Cn1cc(CN2CCC(O)CC2)c(-c2ccc(Oc3ccccc3)cc2)n1	11	.	1	8
10	Clc1ccc(/C=N/Nc2ccccn2)cc1	-67	0	8	-4
11	O=C(Nn1cnnc1)c1cc(Cl)cc(Cl)c1	5	-4	-2	1
12	O=S(=O)(c1ccccc1)N1CN(c2ccc(F)cc2F)c2nc3ccccc3nc21	7	10	3	-2
13	O=C(CSc1cn(Cc2ccccc2)c2ccccc12)N1CCOCC1	-77	-3	-6	5
14	O=C(Cn1cc(Cl)ccc1=O)c1ccc(Cl)cc1	-14	.	2	-9
15	CC1CN(C2=CC(=O)CCC2)CC(C)O1 (stereo not given)	-4	.	-2	21*
16	Cc1ccc(OC(C)C(=O)N2CC(=O)Nc3ccccc32)cc1 (stereo not given)	-7	0	3	-8

item	F508del corr	PAX8 inh HTS	GSIS activator
9	-0.7	5	8
10	-0.2	-125	13
11	0.3	-30	5
12	3.2	18	.
13	2.1	-68	-5
14	2.0	-8	-7
15	-1.8	-10	-8
16	-0.7	13	4

item	Molecule	EWS-Fli inh	miR122 inh	FN deposit inh	DENV2 CPE rescue
17	CC(C)NCC(O)COc1ccc(CC(N)=O)cc1 (stereo not given)	-10	1	-4	18
18	Cn1ccsc1=NC(=O)c1ccc(S(C)(=O)=O)c([N+](=O)[O-])c1	-8	1	3	-8
19	O=C(Nc1ccccc1)C1=C[C@H](c2ccccc2)C[C@H](OCCCCO)O1	-109&-90	7	5	?
20	CCNC(=S)Nc1cc(OCC)c(NC(=O)c2ccco2)cc1OCC	.	9	-2	.
21	COc1cc(OC)c2ccc(=O)oc2c1C(CC(=O)N1CCOCC1)c1ccc(N(C)C)cc1 (stereo not given)	3	-3	31*	.
22	S=c1[nH]c(-c2ccccc2)cn1/N=C/c1ccc(Br)cc1	15	.	2	-6
23	COc1ccc2sc(-c3ccc(SC)cc3)c(/C=C/c3ccc(OC)c(OC)c3)c2c1	9	2	-7	.
24	NNC(=O)c1cc(S(=O)(=O)N2CCOCC2)c[nH]1	-8	-2	3	9

item	F508del corr	PAX8 inh HTS	GSIS activator
17	.	4	3
18	-0.4	.	.
19	-1.0&-0.3	-130&-146	.
20	.	14	1
21	-1.6	-5	17
22	-1.4	6	15
23	0.7	7	-12
24	3.3	12	3

In another format: 5 of the compounds above
23. COc1ccc2sc(-c3ccc(SC)cc3)c(/C=C/c3ccc(OC)c(OC)c3)c2c1
21. COc1cc(OC)c2ccc(=O)oc2c1C(CC(=O)N1CCOCC1)c1ccc(N(C)C)cc1 (stereo not given)
19. O=C(Nc1ccccc1)C1=C[C@H](c2ccccc2)C[C@H](OCCCCO)O1
20. CCNC(=S)Nc1cc(OCC)c(NC(=O)c2ccco2)cc1OCC
22. S=c1[nH]c(-c2ccccc2)cn1/N=C/c1ccc(Br)cc1
Screen / compound no.	23	21	19	20	22
EWS-Fli inh	9	3	-109&-90	.	15
miR122 inh	2	-3	7	9	.
FN deposit inh	-7	31*	5	-2	2
DENV2 CPE rescue	.	.	?	.	-6
F508del corr	0.7	-1.6	-1.0&-0.3	.	-1.4
PAX8 inh HTS	7	-5	-130&-146	14	6
GSIS activator	-12	17	.	1	15

Following part:
item	Molecule	EWS-Fli inh	miR122 inh	FN deposit inh	DENV2 CPE rescue
25	Cc1ccc(C(=O)N/C(=C/c2cccc([N+](=O)[O-])c2)C(=O)NC(C)C)cc1	12	.	4	2
26	CCOC(=O)NC(=O)COC(=O)CCCSc1nc2ccccc2s1	23	.	2	2
27	CCOC(=O)c1c(C)[nH]c(C)c1S(=O)(=O)N(C)CC(=O)Nc1ccc(C)cn1	.	9	0	17
28	C[C@@H]1CN([C@@H](C)CO)C(=O)Cc2cc(NS(=O)(=O)c3cn(C)cn3)ccc2O[C@H]1CN(C)S(C)(=O)=O	-14	6[16.7 µM]	.	-4
29	O=C1NC(c2ccccc2)=CC(c2ccccc2)N1 (stereo not given)	13	1	-4	12
30	CCOc1ncccc1C(=O)OCC(=O)Nc1ccc(S(=O)(=O)N2CCOCC2)cc1	-3	9	2	-5
31	COc1ccc(C=NNC(=S)NN=Cc2ccc(OC)c(OC)c2)cc1OC	-38	-8	.	-1
32	COc1cccc(CN2C(=O)CN(C3CCCCC3)C(=O)C2c2ccc(F)cc2)c1 (stereo not given)	.	-8	0	.

item	F508del corr	PAX8 inh HTS	GSIS activator
25	.	1	.
26	-2.3	28	12
27	-1.3	3	43
28	-2.9	15	11
29	1.5	-23	5
30	0.7	1	-9
31	5.6	-118	38
32	.	.	-11

item	Molecule	EWS-Fli inh	miR122 inh	FN deposit inh	DENV2 CPE rescue
33	Cc1cccc(CCNC(=O)COc2cc(=O)n(C)c3ccccc23)c1	-3	.	.	4
34	CCC(C)n1c(SCC(=O)NCCc2ccc(S(N)(=O)=O)cc2)nc2ccsc2c1=O (stereo not given)	.	.	-4	.
35	O=C(CCNC(=O)c1ccccc1)NNC(=O)c1ccc(F)cc1	-7	.	2	-7
36	N#C[C@@H]1[C@H](c2ccccc2C2=CCCC2)[C@H](CO)N1C(=O)NC1CCCC1	4	.	-16	2
37	C/C(CC(=O)Nc1ccc(Cl)c(C(F)(F)F)c1)=N\NC(=O)c1cnccn1	4	-8	0	2
38	CNC[C@@H]1Oc2ccc(NS(=O)(=O)c3ccc(C)cc3)cc2CC(=O)N([C@@H](C)CO)C[C@@H]1C	0	-1[16.7 µM]	.	18
39	COC(=O)CCCn1cc(CN2CC(N3CCCC3)CS2(=O)=O)nn1 (stereo not given)	2	.	-4	-7
40	CO[C@H]1CN(C)C(=O)c2ccc(NS(=O)(=O)c3ccc(C)cc3)cc2OC[C@@H](C)N(Cc2nccs2)C[C@@H]1C	-3	.	-1	-3

item	F508del corr	PAX8 inh HTS	GSIS activator
33	4.7	31	6
34	.	-11	23
35	1.6	-5	-6
36	-2.9	.	-23
37	-0.5	.	-16
38	1.5	-19	-3
39	-1.0	6	22
40	1.5	14	-10

item	Molecule	EWS-Fli inh	miR122 inh	FN deposit inh	DENV2 CPE rescue
41	Cc1nc(C#N)c(N/N=C/c2c(F)cccc2Cl)o1	-13	-5	7	10
42	C[C@H]1CN([C@@H](C)CO)C(=O)Cc2cc(NC(=O)Nc3ccc(F)cc3)ccc2O[C@H]1CN(C)Cc1ccncc1	-9	18[16.7 µM]	.	?
43	COc1ccc(CCNC(=O)CCc2ccccc2)cc1OC	10	1	-12	5
44	Cn1cc(CN2CCc3ccccc3C2)c2ccccc21	6	10	.	-1
45	Cn1c(=O)c2c(ncn2CCC(=O)N/N=C/c2ccccc2)n(C)c1=O	-1	.	7	1
46	CC(C)CC#Cc1ccc([C@@H]2[C@H](CO)N3C(=O)CN(S(=O)(=O)c4ccccc4)C[C@@H]23)cc1	12	.	.	5
47	CC(C)OC(=O)/C(=C/c1ccc(Br)cc1)NC(=O)c1ccco1	.	16	-9	.
48	COC(=O)C1CCCN1C(=O)COc1ccc(Cl)cc1Br (stereo not given)	.	-2	-8	.

item	F508del corr	PAX8 inh HTS	GSIS activator
41	1.1	-79	6
42	-2.0	30	4
43	-0.8	0	60*
44	2.2	.	1
45	2.1	14	0
46	3.4	.	8
47	.	-9	4
48	.	-4	-2

item	Molecule	EWS-Fli inh	miR122 inh	FN deposit inh	DENV2 CPE rescue
49	O=C(Nn1c(COc2ccccc2)nc2ccccc2c1=O)C(Cl)(Cl)Cl	-27	.	2	3
50	CC1(C(=O)Nc2ccc3c(c2)OCCO3)CN(S(C)(=O)=O)CC(=O)N1CCCN1CCOCC1 (stereo not given)	3	.	-9	-5
51	C[C@@H]1CN([C@H](C)CO)C(=O)Cc2cc(NC(=O)NC3CCCCC3)ccc2O[C@@H]1CN(C)C(=O)Nc1cccc2ccccc12	7	-5[16.7 µM]	.	-7
52	C=CCn1cnnc1SCC(=O)N(C1CCCCC1)C1CCS(=O)(=O)C1 (stereo not given)	-7	-15	-2	-4
53	COc1ccccc1-c1nnc(SCC(=O)Nc2ccc3[nH]c(=O)[nH]c3c2)n1N	-10	-3	5	16
54	CS(=O)(=O)N(CC(=O)NCCSC1CCCCC1)c1ccccc1	5	.	-10	.
55	C=CCN1C(=O)C(CC(=O)Nc2ccc(C)cc2)SC1=Nc1c(C)n(C)n(-c2ccccc2)c1=O (stereo not given)	9	.	.	2
56	O=C(O)[C@H]1[C@H](CO)[C@H]2Cn3c(ccc(-c4ccccc4F)c3=O)[C@H]2N1C(=O)c1cnccn1	-4	.	.	9

item	F508del corr	PAX8 inh HTS	GSIS activator
49	0.4	7	42
50	0.7	20	-12
51	-0.8	11	-3
52	-1.1	.	21
53	1.4	4	3
54	1.4	-6	19
55	3.2	.	-8
56	.	.	6

item	Molecule	EWS-Fli inh	miR122 inh	FN deposit inh	DENV2 CPE rescue
57	CCCc1nnc(SCC(=O)Nc2ccc(OC)cc2)o1	3	.	5	-4
58	COc1ccc(CNC(=O)[C@@H]2CC=C[C@@H]3CCN(Cc4ccccc4)C(=O)[C@@H]32)cc1	-3	4	12	-3
59	CNC(=O)OCCSCCS(=O)(=O)c1ccc(Cl)cc1	4	.	-6	2
60	Cc1ccc(S(=O)(=O)N(C)C[C@H]2OCCCC[C@H](C)Oc3ccc(NC(=O)CCC(F)(F)F)cc3C(=O)N([C@H](C)CO)C[C@H]2C)cc1	-4	7[16.7 µM]	-3	1
61	CC(=O)N(Cc1cccnc1)Cc1cc2ccccc2[nH]c1=O	.	-2	-4	.
62	CC(C(=O)OCC(=O)Nc1ccc(S(N)(=O)=O)cc1)N1C(=O)c2ccccc2C1=O (stereo not given)	-4	-4	-7	-2
63	CC(=O)NCCc1nc2ccccc2n1CCCCOc1ccccc1	11	1	2	0
64	Cc1occc1-c1nnc(SCC(=O)N(C)c2ccccc2)o1	-5	3	-15	?
65	C[C@@H]1CN(c2ccc(N3CCNC[C@H]3C)cc2C#N)CCN1Cc1ccccc1	14	.	2	-4
66	CC(=O)c1cn(CC(=O)Nc2ccccc2F)c2ccccc12	16	-8	6	-1

item	F508del corr	PAX8 inh HTS	GSIS activator
57	-2.9	-13	5
58	2.3	8	-11
59	1.0	2	16
60	0.8	-26	-12
61	.	24	.
62	-1.1	.	2
63	3.6	-4	3
64	-2.0	-20	-5
65	-3.4	20	.
66	-0.2	29	-3
